# Runt-CBFb FRET: Runt domain-CBFb interaction inhibition; inhibition, % at 20 µM; AID 1496; 0.46% of 220,000 active; Cerulean-Runt/Venus-CBFb FRET ratio 530/480, 1 h;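 active = inhibition over about 50% at 20 µM in the single-dose screen, limit read from the data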;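 note: 0% = DMSO wells and 100% = excess unlabeled CBFb competitor control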
#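 Assay system: Cerulean-tagged RUNX1 Runt domain (FRET donor) fusion protein / Amount: 100 nM each of Venus-CBFb and Cerulean-Runt domain / Medium: Tris buffer pH 7.5 with salts and BSA / Also added: Venus-CBFb 100 nM / Schedule: 1 h complex formation plus 1 h compound treatment, room temperature / Signal: FRET fluorescence / Read-out: loss of energy transfer signal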
# Runt-SMMHC FRET: inhibitors of human RUNX1 Runt domain binding to CBFb-SMMHC | Q01196+Q13951 | Cerulean-Runt/Venus-CBFb-SMMHC FRET ratio 530/480, 1 h | inhibition, % at 20 µM | 0.74% of 220,000 active | AID 1434;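 active = mean inhibition across duplicate retests at 20 µM reaching about 50%, limit read from the data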;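 note: 0% = DMSO wells and 100% = wells with excess untagged CBFb-SMMHC; inhibitors lower the FRET ratio by blocking Runt binding to CBFb-SMMHC; some results filed as inactive read as strong as hits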
# p97 inhibitor: human p97 ATPase inhibition | AID 1481 | P55072 | 0.42% of 220,000 active | recombinant p97 ATPase, Kinase-Glo ATP luminescence, 3 h | inhibition, % at 8 µM; in the data active = inhibition above about 15%;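 note: 0% = DMSO vehicle and 100% = wells lacking enzyme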
# Target sequence (P55072 whole entry, looked up): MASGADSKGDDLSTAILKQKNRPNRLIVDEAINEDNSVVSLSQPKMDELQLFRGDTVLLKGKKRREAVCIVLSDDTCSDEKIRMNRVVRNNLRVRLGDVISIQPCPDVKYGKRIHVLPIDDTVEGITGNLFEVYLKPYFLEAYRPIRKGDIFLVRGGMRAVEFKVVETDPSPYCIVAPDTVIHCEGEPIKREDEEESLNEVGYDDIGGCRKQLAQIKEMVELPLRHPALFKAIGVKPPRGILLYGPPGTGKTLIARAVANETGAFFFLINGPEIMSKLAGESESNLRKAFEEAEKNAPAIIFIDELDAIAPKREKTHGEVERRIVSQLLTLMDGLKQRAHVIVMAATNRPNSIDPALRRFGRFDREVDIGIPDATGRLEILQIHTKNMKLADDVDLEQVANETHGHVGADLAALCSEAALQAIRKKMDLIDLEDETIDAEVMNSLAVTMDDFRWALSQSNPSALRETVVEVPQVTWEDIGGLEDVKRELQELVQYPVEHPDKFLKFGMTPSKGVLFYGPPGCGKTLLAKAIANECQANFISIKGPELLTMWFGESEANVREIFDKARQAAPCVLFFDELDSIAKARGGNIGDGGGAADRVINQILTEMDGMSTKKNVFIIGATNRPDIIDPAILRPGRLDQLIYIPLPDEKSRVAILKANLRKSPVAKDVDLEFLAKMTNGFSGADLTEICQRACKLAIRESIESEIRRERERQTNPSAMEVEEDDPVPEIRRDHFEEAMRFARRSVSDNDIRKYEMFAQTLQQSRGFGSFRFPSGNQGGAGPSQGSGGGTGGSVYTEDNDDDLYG
# NPY-Y2 PAM-ag: human NPY-Y2 potentiation or agonism, primary screen. cells expressing NPY-Y2, potentiator/agonist read-out. activation, % at 3.6 µM. 0.45% of 220,000 active. AID 1359; in the data active = activation above about 27%;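 note: cells stimulated with NPY near EC25 plus isoproterenol at EC100; 0% = vehicle plus submaximal agonist and 100% = vehicle plus saturating agonist; some results beyond the cut were filed as inactive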
# NPY1 pot ag: potentiates or activates human NPY-Y1 receptor. P25929. NPY-Y1 expressing cells, potentiator/agonist activation. activation, % at 3.6 µM. 0.37% of 220,000 active. AID 1304; in the data active = activation above about 33%, passing the limit was not always enough;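 note: cells stimulated with NPY at EC10 then isoproterenol at EC100; 0% = low agonist plus stimulus and 100% = saturating agonist plus stimulus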
# NPY-Y1 antag: antagonists of human neuropeptide Y receptor Y1; HEK293-CNG Y1 cells, membrane potential fluorescence; NPY at EC95, then isoproterenol; P25929; inhibition, % at 3.6 µM; 1% of 200,000 active;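 active = inhibition above the campaign mean inhibition of all tested compounds plus 3 SD, cut at about 20% in these data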;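 note: 0% = DMSO wells given NPY plus isoproterenol and 100% = isoproterenol alone without NPY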
#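 Material: HEK293 Y1/CNG channel cell line | Also added: NPY (25 nM), isoproterenol (1 µM), Ro 20-1724 (25 µM) | Compound: One concentration, 3.6 µM, in 0.4% DMSO | Schedule: 3 h dye uptake, 1 h room-temperature compound, 45 min post-isoproterenol | Signal: Membrane-potential fluorescent dye readout | Read-out: % inhibition of NPY effect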
# Mdm2 ligase inh: blocks human Mdm2 ubiquitin ligase activity; Q00987; cell-based MDM2 ubiquitination luciferase reporter, 2 h; 0 = plate control, 100 = twice control, blank-subtracted; signal enhancement, % at 5 µM; 0.11% of 210,000 active;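 active = signal enhancement of 30% or more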;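 note: luminescence tracks abundance of the self-degrading MDM2-luciferase fusion protein; higher signal means inhibition of MDM2 E3 ligase activity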
#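 Material: Stable MDM2–luciferase fusion reporter cells | Amount: 2000 cells seeded into each well | Dosing: One concentration, 5 µM, with 0.2% DMSO | Incubation: 4 h cell settling then 2 h compound exposure, 37 °C | Measured by: Luciferase luminescence | Read-out basis: % enhancement relative to plate controls after blank subtraction | Benchmarks: Control and blank well means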
# RBBP9 inh: blocks human serine hydrolase RBBP9. O75884. recombinant RBBP9, FP-Rh probe fluorescence polarization. inhibition, % at 7.94 µM. 0.2% of 220,000 active. AID 1515;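 active = inhibition above the campaign mean of all tested compounds plus 3 SD, cut at about 14% in these data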;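 note: plate controls were DMSO wells with RBBP9 for no effect and wells lacking RBBP9 protein for full effect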
# Target sequence (O75884 whole entry, looked up): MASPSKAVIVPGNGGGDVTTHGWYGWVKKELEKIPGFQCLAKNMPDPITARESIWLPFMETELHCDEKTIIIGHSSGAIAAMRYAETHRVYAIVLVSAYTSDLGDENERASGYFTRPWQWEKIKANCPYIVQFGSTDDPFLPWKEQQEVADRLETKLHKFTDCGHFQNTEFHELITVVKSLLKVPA
#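 Test system – recombinant human RBBP9 · Input – RBBP9 2.5 µM in dispensing solution, pre-mixing · Medium – Tris buffer pH 8.0, NaCl, Pluronic · Schedule – preincubation 30 min plus labeling 45 min at 25 °C · Measured by – fluorescence polarization · Measure – % inhibition · Controls – DMSO and no-protein wells · Replicates – one well per compound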
# Hck Nef HTS: human Hck-Nef kinase inhibition | inhibition, % at 20 µM | P08631 | Recombinant Hck-YEEI plus Nef, Z-Lyte FRET kinase assay | 0.68% of 220,000 active;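 active = Hck-Nef kinase inhibition above about 50%, limit read from the data; inactive = inhibition below that limit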;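 note: 0% = DMSO with Hck plus Nef and 100% = Hck alone without Nef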
# Numbers without * were called inactive; . = no result given.
Structure	Runt-CBFb FRET	Runt-SMMHC FRET	p97 inhibitor	NPY-Y2 PAM-ag	NPY1 pot ag	NPY-Y1 antag	Mdm2 ligase inh	RBBP9 inh	Hck Nef HTS
O=C(O)c1ccccc1N(Cc1ccccc1)C(=O)COc1ccccc1	2	2	-1	-31	5	.	-4	3	14
CSc1ccccc1NC(=O)CSCc1ccc(C)cc1	-2	4	-2	-22	-17	-1	-6	4	1
CCOC(=O)Cn1c2ccccc2c2nc3ccccc3nc21	0	-28	1	-4	-7	1	-14	-7	8
CCOC(=O)CCC(=O)O[C@H]1[C@H](O[C@@H]2[C@@H](C)[C@H](O[C@H]3C[C@@](C)(OC)[C@@H](O)[C@H](C)O3)[C@@H](C)C(=O)O[C@H](CC)[C@@](C)(O)[C@H](O)[C@@H](C)C(=O)[C@H](C)C[C@@]2(C)O)O[C@H](C)C[C@@H]1N(C)C	-1	-3	6	-2	-25	-2	.	5	1
COc1ccc(CCNC(=O)c2ccc(-c3ccc([N+](=O)[O-])cc3)o2)cc1OC	16	-8	1	-2	2	1	-11	0	1
O=C(CCNC(=O)c1ccc(Cl)cc1)Nc1ccc(Cl)cc1F	1	2	3	3	-13	9	-5	-5	5
COc1ccccc1NC(=S)NCc1ccc(S(N)(=O)=O)cc1	2	-2	12	-5	-12	-2	2	0	-1
Cc1ccc(C)c(-n2nnnc2Sc2nnnn2-c2ccccc2)c1	.	.	4	-13	-2	1	-28	-6	3
Cc1ccc(C)c(S(=O)(=O)N/N=C/c2cccnc2)c1	1	-4	1	7	-10	11	-6	-6	5
O=[N+]([O-])c1cccnc1Oc1cccnc1	-1	-4	3	-22	8	.	-6	-6	23
O=C(O)c1ccc(COc2ccc(CO)cc2Cl)cc1	0	1	-2	5	-7	5	-20	-7	-21
Cc1ccc(/C=N/Nc2nc3ccccc3[nH]2)s1	31	10	4	2	-42	3	-9	-9	2
N#C/C(=N/Nc1ccc([N+](=O)[O-])cc1)C(=N)N1CCCCC1	.	-19	4	35*	28	-9	-11	-8	24
CCOC(=O)N1CCN(c2c(NCCN(C)Cc3ccccc3)c(=O)c2=O)CC1	0	-3	4	5	3	3	-18	6	0
Oc1c(C(c2ccc(F)cc2)N2CCc3ccccc3C2)sc2ncnn12 (stereo unspecified)	.	-3	-1	4	0	2	-18	-3	0
CCc1nc(-c2cc3ccc(C)cc3[nH]c2=O)no1	-1	1	5	-7	-1	4	0	-6	4
CCCCS(=O)(=O)/C=C/[C@H]1[C@H](S(=O)(=O)CCCC)[C@H]2C=C[C@@H]1C2	-1	9	-5	6	-14	4	-3	-10	2
COc1ccc(S(=O)(=O)NNC(=O)c2cc3c4ccccc4n(C)c3s2)cc1	-1	0	1	2	-10	-1	-6	-5	1
Cn1ncc(Cl)c1C(=O)N/N=C/c1cccc(OC2CSC2)c1	-1	-5	-2	11	-15	-2	-12	-13	10
COCc1nnc(NC(=O)CCCOc2ccccc2)s1	2	-2	6	5	-19	-6	-8	2	2
CN(C)c1nnnn1-c1ccc(Cl)cc1	1	-5	-2	-7	0	-4	22	3	19
Cc1ccc(C2=NN(S(=O)(=O)c3ccccc3)C(c3ccccc3O)C2)cc1 (stereo unspecified)	0	5	2	-8	11	-1	-92	-23	8
O=C(N/N=C/C(Cl)=C\c1ccccc1)c1cnccn1	3	-2	-3	3	5	6	-88	-11	26
CC1=NN(C(=S)Nc2ccccc2)C(c2ccccc2)C1 (stereo unspecified)	2	1	2	3	-6	-6	10	3	3
COc1ccc(-c2csc(/C(C#N)=C\c3cccc([N+](=O)[O-])c3)n2)cc1	-40	-127	2	2	1	1	-5	-3	1

# Individual results from the list:
# `CCOC(=O)N1CCN(c2c(NCCN(C)Cc3ccccc3)c(=O)c2=O)CC1` @ Hck Nef HTS: 0
# `O=C(N/N=C/C(Cl)=C\c1ccccc1)c1cnccn1` @ Runt-CBFb FRET: 3

# Going on with the list.
Structure	Runt-CBFb FRET	Runt-SMMHC FRET	p97 inhibitor	NPY-Y2 PAM-ag	NPY1 pot ag	NPY-Y1 antag	Mdm2 ligase inh	RBBP9 inh	Hck Nef HTS
Cc1ccc2nc(-c3ccc(NS(C)(=O)=O)cc3)cc(-c3ccccc3)c2c1	-9	-20	-1	-18	-20	-4	-10	-19	1
COc1ccc(Br)cc1CN(C)CC(=O)Nc1cc(Cl)ccc1Cl	-2	0	-3	3	5	1	-12	-11	2
CCn1cnc2cc(NCc3ccc(OC)cc3)ccc21	21	8	1	-5	-11	4	.	0	-18
O=C(Nc1ccc(-c2cnco2)cc1)c1ccc(Cl)cc1	-3	-4	-3	5	6	.	-1	-4	5
Cc1csc(C2=C(O)CN(c3ccc4c(c3)OCCOCCOCCOCCO4)C2=N)n1	-2	1	0	-15	-7	-5	2	0	0
Cc1ccc(S(=O)(=O)N2CCN(C(=O)CC3CCCC3)CC2)cc1	0	2	-3	-2	6	-5	-1	7	0
Cc1cc2cc3c(cc2nc1SCC(=O)O)CCC3	2	-6	6	-7	-11	-1	-7	-2	26
O=C(NNc1c2ccccc2nc2ccccc12)c1ccc(O)cc1	52*	58*	6	13	0	-1	-5	-6	1
C/C=C/C(=O)N1CC2(CC(c3cccc(NC(=O)CC)c3)=NO2)C[C@H]1C(N)=O (stereo partly specified)	3	17	.	.	.	.	-11	.	16
CC(C)C(NC(=O)c1ccc(C(C)(C)C)cc1)C(=O)Nc1cccc(S(N)(=O)=O)c1 (stereo unspecified)	-1	-6	2	37*	43*	-6	5	-4	24
O=C(CCCn1cnc([N+](=O)[O-])n1)Nc1ccc(Cl)c(Cl)c1	0	4	2	-11	17	-2	-2	-8	0
OC12CCCCC1C(c1ccc3c(c1)OCO3)N(Cc1ccccc1F)CC2 (stereo unspecified)	0	0	2	-7	-35	4	-14	-14	3
O=C(NCc1ccc2c(c1)OCO2)c1cc2c(s1)CS(=O)(=O)C2	2	9	-3	-9	-15	1	2	-7	0
Cc1ccc(C(=O)N/C(=C\c2cccs2)c2nc3ccccc3[nH]2)cc1	0	0	0	-13	-88	-2	-15	-8	2
COc1ccc(/C=C/C(=O)OC2CCCCC2CN(C)C)cc1 (stereo unspecified)	2	1	-8	-17	-35	.	.	-12	11
N#C/C(=C/c1ccc(Sc2nc3ccccc3[nH]2)o1)c1cccc(F)c1	4	-2	-6	20	-12	3	-4	-19	0
Cc1ccc(C)c(NC2=NCC(=O)N2c2ccc3c(c2)OCCO3)c1	1	-3	5	6	16	2	-15	-8	8
Oc1ccccc1-c1nc2c3ccccc3c3ccccc3c2[nH]1	2	2	9	30	50*	.	-9	11	14
N#CCSc1nc2c(cc1C#N)CCCCCC2	2	-1	1	-15	-24	0	3	-3	3
COCCN(Cc1cc2cc3c(cc2[nH]c1=O)OCO3)C(=O)c1cccs1	1	0	7	4	8	6	-17	-8	0
CC1CCCC(C)N1C(=O)c1ccccc1Nc1ccc(SC(F)F)cc1 (stereo unspecified)	-6	-8	-4	-2	-27	10	-24	2	2
CNCCOc1ccccc1-c1ccccc1	0	-1	3	-3	-36	4	-20	6	-2
CCOC(=O)N1CCC(N2C(=O)c3ccccc3C2Nc2cc(C)cc(C)c2)CC1 (stereo unspecified)	-4	0	-7	-17	-8	.	0	-4	7
Cc1ccc(NC(=S)N/C(=N/S(=O)(=O)c2ccccc2)c2ccccc2)cc1	3	-1	-4	12	-4	-3	-5	-2	0
CCCS(=O)(=O)n1nc(-c2ccc(Br)cc2)cc1N	-1	1	4	4	11	-3	-19	-4	-3
COc1ccc(/C=N/Nc2nc(N3CCCC3)nc(N3CCCC3)n2)cc1	-3	5	4	-4	-5	8	-6	-8	3
CCCCC1=CC2=CC(=O)C(C)(OC(=O)C3CCCC3)C(=O)C2=CO1 (stereo unspecified)	-2	19	.	.	.	.	4	.	27
CCOc1ccc(CCNS(=O)(=O)c2c(C)n[nH]c2C)cc1OCC	-1	-2	-3	14	-12	-6	-1	-4	0
COc1ccc(-c2n[nH]c(=S)n2C2CCCCC2)cc1	9	11	2	1	9	4	5	-8	2
Cc1ccc(/C=N/c2sc3c(c2C#N)CCC3)o1	.	3	0	-18	0	-2	-6	-6	-1
COC(=O)c1cc(OC)c(OC)cc1N=CC1=C(O)CC(C)(C)CC1=O	2	39	5	4	0	-3	-11	-3	2
COc1ccc(-c2nc(N)n[nH]2)cc1	-1	-2	3	-7	11	0	.	-10	-10
COc1ccc(NC(=O)C(=O)NNC(=O)c2cccs2)cc1	0	0	-2	-4	2	2	-13	1	1
Cc1cc(C)c(C(N)=O)c(Nc2cccc(Cl)c2C)n1	1	-2	3	11	-5	-1	7	-2	14
COc1ccc(C2=NOC(C(=O)Nc3ccc(C(C)=O)cc3)C2)cc1OC (stereo unspecified)	0	-1	8	4	30	-2	-9	-4	3
CN(C)CCCNC(=O)c1ccc(CN(c2ccccc2)S(C)(=O)=O)cc1	1	-1	-1	-12	-2	2	-17	-10	-7
CCOc1ccccc1N1CCN(C(=O)C(Sc2ccccc2)c2ccccc2)CC1 (stereo unspecified)	-1	3	-1	-4	8	11	-4	-1	1
Cn1c(/C=N/NC(=O)c2ccccc2Br)nc2ccccc21	2	0	-4	-8	-8	-1	-13	-10	-2
COc1ccc(S(=O)(=O)N2CCCC(C(=O)NCCC3=CCCCC3)C2)cc1 (stereo unspecified)	1	1	-4	6	9	-1	-25	-9	-2
COc1ccccc1OCC(=O)NNC(=O)c1cnccn1	2	2	-2	2	-11	1	-20	-13	-2
COc1ccc(NC(=O)N2CCC(c3nc(-c4cccs4)no3)CC2)cc1	2	1	-6	-20	-21	-3	-6	-14	1
COc1ccccc1N(O)C1CC(=O)N(c2ccc(F)cc2)C1=O (stereo unspecified)	13	0	1	10	-10	-1	-16	-1	6
CN1CCN(S(=O)(=O)c2cc([N+](=O)[O-])ccc2N/N=C/c2ccc(Cl)cc2)CC1	40	56	0	6	-23	-3	-9	3	3
